mlh1 rad18 – NCI yeast anticancer drug screen, S. cerevisiae mlh1 rad18 strain; % growth inhibition at 50 µM; actives 11% (n = 79,000);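 note: 0% = growth of vehicle-only cultures of the same strain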
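Cells of a genetically altered yeast strain, deficient in DNA damage repair, were treated with compound. Their growth was then compared with that of vehicle-treated cultures to give inhibition.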
rad50 – NCI yeast anticancer drug screen, S. cerevisiae rad50 strain; % growth inhibition at 50 µM; actives 10% (n = 79,000);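 note: 0% = growth of vehicle-only cultures of the same strain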
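Relative growth inhibition (compound vs vehicle) was measured in yeast with a defined repair-gene alteration.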
mec2-1 – NCI yeast anticancer drug screen, S. cerevisiae mec2-1 strain | % growth inhibition at 50 µM | actives 9% (n = 79,000);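 note: 0% = growth of vehicle-only cultures of the same strain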
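Yeast mec2-1 mutant treated with compound. Readout: growth inhibition vs vehicle controls.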
bub3 – NCI yeast anticancer drug screen, S. cerevisiae bub3 mutant strain | growth inhibition, % at 50 µM | actives 9.9% (n = 78,000) | AID 167;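 note: 0% = growth of vehicle-only cultures of the same strain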
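Growth of a checkpoint-deficient yeast mutant is measured after compound exposure. Values represent inhibition relative to vehicle.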
yeast sgs1 mgt1 – NCI yeast anticancer drug screen, S. cerevisiae sgs1 mgt1 strain | growth inhibition, % at 50 µM | actives 10% (n = 78,000) | AID 161;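 note: 0% = growth of vehicle-only cultures of the same strain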
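Read-out: growth inhibition vs vehicle controls. Cells: mutant yeast strain deficient in DNA damage repair.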
yeast cln2 rad14 – NCI yeast anticancer drug screen, S. cerevisiae cln2 rad14 strain; % growth inhibition at 50 µM; actives 8.3% (n = 78,000); AID 165;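 note: 0% = growth of vehicle-only cultures of the same strain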
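Growth inhibition, relative to vehicle-treated controls, is the read-out. The test organism is a yeast strain with defined genetic alterations, cln2 rad14.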
Numbers without * were called inactive; . = no result given; & = joins results of further samples. Cut-off read from the data, not from the text of the source: active = growth inhibition above about 70%; inactive = the rest.

SMILES	mlh1 rad18	rad50	mec2-1	bub3	yeast sgs1 mgt1	yeast cln2 rad14
O=c1cc(Nc2ccccc2)[nH]c(=O)[nH]1	-11	2	2	-24	-4	-44
C(=C/c1ccc(-c2ccccc2)cc1)/C=C/c1ccc(-c2ccccc2)cc1	18	3	4	7	0	-29
COC(=O)C(=O)C1CCc2ccc3ccccc3c2C1=O (stereo not given)	38	-6	2	2	24	-5
CC1=NC2c3c(-c4ccc(Cl)cc4)cn(-c4ccc(C)cc4)c3N=CN2N1 (stereo not given)	-2	8	-6	0	-17	16
CCOCCOCC(O)c1ccccc1 (stereo not given)	-4	-9	0	-14	-18	-1
CCOc1ccc(/C=C/C(=O)c2ccccc2)cc1	-20	-10	-16	22	25	-20
CC(=O)c1ccc(Br)c([N+](=O)[O-])c1	3	-14	-54	-53	2	2
CC(C(=O)O)N(CCC#N)CCC#N (stereo not given)	3	18	-6	2	0	0
NC(=O)c1nc(C2OC(CO)C(O)C2O)cs1 (stereo not given)	0	-1	-1	7	-2	-28
O=C(O)Cc1ccc(Sc2ccccc2)cc1	-6	-35	-34	-21	-10	-4
CC(=O)SC(SC(C)=O)SC(C)=O	91*	94*	93*	92*	93*	90*
FC(F)(F)c1ccc2c(c1)N(CCCN1CCN(CCN3CCCCC3)CC1)c1ccccc1S2	92*	89*	46	87*	89*	27
CCc1cnc(N)nc1N	1	-1	5	1	6	2
COc1cc(OC)c(C(=O)CCl)c(O)c1OC	17	-10	-13	22	1	-49
Cc1ccc(N2C(=O)C(Cl)=C(Cl)C2=O)cc1	98*	99*	99*	99*	100*	99*
Cc1ccc2c(c1)c(=O)c1c(NCCN(C)C)ccc3nnn2c31	67	28	16	2	-5	25
COc1cccc2c1C(=N)c1c(O)c3c(c(O)c1C2=O)C[C@@](O)(C(=O)CO)C[C@@H]3OC1CC(N)C(O)C(C)O1 (stereo not given in full)	-14	55	23	-17	-9	22
CNc1cccc([N+](=O)[O-])c1	10	5	5	-6	2	-1
CCOC(=O)NC(=O)c1cn(CCSCCOC(=O)NCCCCCCNC(=O)OCCSCCn2cc(C(=O)NC(=O)OCC)c(=O)[nH]c2=O)c(=O)[nH]c1=O	23	29	21	-51	12	13
CN1C=CC(=Cc2ccccc2)C=C1	1	3	6	-11	-6	-25

Just yeast sgs1 mgt1 and yeast cln2 rad14, for some of the entries so far:
canonical_smiles,yeast sgs1 mgt1,yeast cln2 rad14
C(=C/c1ccc(-c2ccccc2)cc1)/C=C/c1ccc(-c2ccccc2)cc1,0,-29
COC(=O)C(=O)C1CCc2ccc3ccccc3c2C1=O (stereo not given),24,-5

The main list resumes, repeating the 4 entries before the break.
SMILES	mlh1 rad18	rad50	mec2-1	bub3	yeast sgs1 mgt1	yeast cln2 rad14
COc1cccc2c1C(=N)c1c(O)c3c(c(O)c1C2=O)C[C@@](O)(C(=O)CO)C[C@@H]3OC1CC(N)C(O)C(C)O1 (stereo not given in full)	-14	55	23	-17	-9	22
CNc1cccc([N+](=O)[O-])c1	10	5	5	-6	2	-1
CCOC(=O)NC(=O)c1cn(CCSCCOC(=O)NCCCCCCNC(=O)OCCSCCn2cc(C(=O)NC(=O)OCC)c(=O)[nH]c2=O)c(=O)[nH]c1=O	23	29	21	-51	12	13
CN1C=CC(=Cc2ccccc2)C=C1	1	3	6	-11	-6	-25
C=C1c2nc3ccccc3n2C=C(c2ccccc2)N1c1ccc(Cl)cc1	32	12	29	12	12	-4
CC1=CC(C)(C)NC(=S)N1c1ccc(S(=O)(=O)O)c2cccc(S(=O)(=O)O)c12	-33	-5	-5	4	-13	-31
O=C(O)c1ccccc1CC(Cc1ccccc1)C(=O)O (stereo not given)	14	-15	-3	-12	-11	-8
CCC[CH2][Ge]([CH2]CCC)([CH2]CCC)[O]C(=O)C(OC)c1ccccc1 (stereo not given)	78*	70	76*	76*	83*	67
COc1ccc(OC)c(N)c1	-23	-4	-8	4	-8	16
C(=N\Nc1ccc2ccccc2n1)/c1ccccn1.CC(=O)[O-].CC(=O)[O-].[Zn+2]	57	17	39	18	84*	-20
Cc1ccnc2c1c(=O)c1ccccc1n2C	74*	79*	60	72*	69	46
O=C(C[n+]1cc(Br)cc(Br)c1)c1ccc(Br)cc1	38	-17	0	-5	0	-1
CC(=O)c1sc(/N=C\c2c(O)c3ccccc3oc2=O)nc1C	-34	-54	-50	-36	-40	-3
CCN(CC)CCCCCCNc1cc(OC)c(OC)c2c(C)ccnc12	28	24	18	-2	6	-14
CC(C)c1ccc(/C=C2\CSCC3=C2N=C2SCC(=O)N2C3c2ccc(C(C)C)cc2)cc1 (stereo not given)	-39	8	2	23	-1	2
CNCCCCCNC	19	-7	-11	0	-1	-5
O=C(Nc1ccc(Cl)cc1)OCCOCCOC(=O)Nc1ccc(Cl)cc1	98*	96*	97*	99*	98*	98*
C=C(C)c1ccc2c(c1)C(=O)C[C@@H]1[C@](C)(C#N)CCC[C@]21C	-34	-20	-16	47	32	-52
COC(=O)c1nc(N)nc(C(=O)OC)c1C(=O)c1cccc2ccccc12	-21	-34	-26	-33	2	-27
CN(C(=O)C1(C(=O)C=[N+]=[N-])CC1)c1ccccc1	7	-4	-4	-3	-15	1
C[C-](O)O.O/C(=C\[C-](O)c1ccccc1)c1ccccc1.O/C(=C\[C-](O)c1ccccc1)c1ccccc1.[Nd+3] (stereo not given)	86*	90*	93*	90*	93*	89*
Nc1ccn(C2CC(N)C(CO)O2)c(=O)n1 (stereo not given)	32	16	7	7	9	20
COC(=O)C1=NNC(c2ccc(OC)cc2)C1 (stereo not given)	-7	-9	-6	-20	-7	-12
CCN(CC)CCC(=O)c1cc(OC)c(OC)c(OC)c1	8	8	17	8	7	19
O=C1C=C2OCOC2=CC1=O	6	8	1	12	-3	-26
COc1cccc(N=Nc2ccc(N(C)C)cc2)c1	13	21	-19	26	7	-4
OC(C(=S)N1CCOCC1)(c1ccccc1)c1ccccc1	-12	5	18	18	-5	26
CC1CC[N+](C)(CC(=O)c2ccc(-c3ccc(C(=O)C[N+]4(C)CCC(C)CC4)cc3)cc2)CC1 (stereo not given)	-10	-8	1	-3	-13	23
C=C1C(=O)OC2CC3(C)CCCC(C)C3=CC12 (stereo not given)	25	49	47	79*	80*	16
O=C1CC[C@@H](C(=O)O)N1	7	7	17	-9	25	24
O=C(Cc1ccc(CC(=O)NCCCCc2ccccc2)cc1)NCCCCc1ccccc1	13	1	-3	-8	-15	-9
COc1cccc(C(c2cc3c(cc2O)OCO3)N2CCOCC2)c1O (stereo not given)	77*	16	31	1	51	9
O=C1OCc2cccc3c2-c2c1cccc2C(=O)OC3	7	-3	-6	-12	-5	16
O=C1OC(=O)C2C=CC=CC12 (stereo not given)	-12	50	-8	6	-8	-75
Oc1cc2c(cc1C(c1ccc(F)cc1)N1CCCCC1)OCO2 (stereo not given)	59	63	64	84*	86*	55
O=C(O)/C(=C/c1ccc(Cl)cc1)c1ccccc1	40	5	44	10	11	91*
CC(C)(C)CC(C)(C)c1cc(O)c(O)c(CN2CCOCC2)c1	28	28	12	20	48	-1
CN(C)CCC(C#N)c1ccccc1 (stereo not given)	-6	-19	-16	-4	-3	-26
COC1=C2C[C@H](C)C[C@H](OC)[C@H](O)[C@@H](C)/C=C(\C)[C@H](OC(N)=O)[C@H](OC)/C=C\C=C(/C)C(=O)NC(=C(/C=N/N3CCN(C)CC3)C1=O)C2=O	19	7	0	3	-8	-9
c1ccc(N/N=C(/CC/C(=N\Nc2ccccc2)c2ccccc2)c2ccccc2)cc1	97*	96*	97*	96*	97*	48
CN(C)CCNC(=O)c1cccc2c(Nc3ccc(S(N)(=O)=O)cc3)c3ccccc3nc12	11	-44	4	-24	-43	18
CC(O)c1cccc(NC(=O)NC(C)(C)C)c1 (stereo not given)	-6	1	3	11	-5	-74
O=C(CC(=O)C(F)(F)F)c1ccccc1.O=C(CC(=O)C(F)(F)F)c1ccccc1.[Mn]	18	-2	0	4	19	-14
O=C(NC(=S)Nc1ccccn1)c1ccccc1	19	29	25	63	61	-9
O=[N+]([O-])c1ccc(Nc2ccccc2)c([N+](=O)[O-])c1	8	2	-13	-7	-1	-32
CC1(C)SC(C(NC(=O)Cc2ccccc2)C(=O)O)NC1C(=O)O (stereo not given)	-10&-14	-2&-21	-22&-37	-6	10	17
N#CCCCCCCC(N)=O	-16	4	-1	-6	6	-1
O=CNC(Cc1cnc[nH]1)C(=O)O (stereo not given)	-30	-14	-17	-26	-48	-68
C=CCc1cc2c(cc1COC(C)=O)OCO2	-28	-36	-18	-11	-15	-37
CCCCCCCCCCC(CCCCCCCCCC)=NN=C(CCCCCCCCCC)CCCCCCCCCC	-9	-41	9	1	1	26
Cc1[nH]c2ccccc2c1C(=O)Cc1ccc(Cl)cc1Cl	33	-4	32	24	32	-4
O=C(c1ccccc1)[C@@H]1C[C@H](Sc2ccccc2)c2cc(Cl)ccc2N1	-4	40	-10	1	4	24
c1ccc2c(c1)cc1ccc3cc4ccccc4c4nnc2c1c34	-15	-23	-7	-12	-10	-17
O=S1(=O)c2ccccc2Nc2cc3ccccc3cc21	6	7	2	-3	1	-12
Following part.
SMILES	mlh1 rad18	rad50	mec2-1	bub3	yeast sgs1 mgt1	yeast cln2 rad14
COc1ccc2cc3n(c2c1)CCc1cc(OC)c(OC)cc1-3	14	14	-11	3	6	24
CCCC1([N+](=O)[O-])CCC(C)(O)C(/C(C)=N\NC(N)=O)C1 (stereo not given)	-4	1	22	5	-4	2
NC(=O)c1ccccc1NC(=O)C(=O)Nc1n[nH]c(N)n1	23	-22	-33	-24	-18	-2
Cc1[nH]c(=S)sc1C	28	13	1	-4	7	-39
CCCCc1c(C)nc(N)[nH]c1=O	0	4	-7	13	-11	-98
CCC(CC)C(=O)OCCc1ccccc1	1	5	3	10	-2	-6
CC(C)CNC(=O)Cn1c(-c2ccccc2)cc2ccccc21	-32	12	7	21	23	21
CC(C)[C@@H]1CC[C@@H](C)C[C@H]1N	-11	-17	8	4	-9	-36
CCCN1CSC(=S)N(CCC)C1	73*	52	77*	86*	80*	32
CCCCCCCCCCCCCCCCCC(=O)OCC(COC(=O)CCCN)OC(=O)CCCN (stereo not given)	98*	99*	98*	99*	98*	69
CC(C)(CCC(=S)N1CCOCC1)c1ccccc1	6	11	-7	28	37	12
CCOC(=O)C(NC(C)=O)C(C)=O (stereo not given)	12&-6	11&32	-6&-7	-3&2	9&13	-12&-4
COc1ccc(C(F)(F)F)cc1NC(=O)O/N=C(/Cl)C(C)C	-69	1	-8	32	-16	13
N#CS[C@@H]1CCC[C@H]1O	-20	-1	-6	2	-18	-18
Cc1cc(CC(=S)[S-])[n+](C)c(CC(=S)S)c1	20	12	8	-2	-14	4
CCOC(=O)C(Cc1c[nH]c2cc([N+](=O)[O-])ccc12)NS(=O)(=O)c1ccc2ccccc2c1 (stereo not given)	96*	95*	97*	98*	97*	94*
Cc1cccc(-c2cc3ccccc3c(Cl)n2)n1	8	-4	-23	8	11	-1
CC(C)NCc1ccccc1Sc1ccccc1	13	-10	3	5	9	6
CC(C)n1c(=S)[nH]c2ccccc2c1=O	-5	-15	-21	.	.	.
O=C(CNC(=O)c1ccccc1)N/N=C/c1ccc(Cl)cc1Cl	-6	-8	-8	-3	-12	-11

Three entries already listed, ordered by molar mass, highest first:
SMILES	mlh1 rad18	rad50	mec2-1	bub3	yeast sgs1 mgt1	yeast cln2 rad14
CN(C)CCNC(=O)c1cccc2c(Nc3ccc(S(N)(=O)=O)cc3)c3ccccc3nc12	11	-44	4	-24	-43	18
O=C(NC(=S)Nc1ccccn1)c1ccccc1	19	29	25	63	61	-9
Nc1ccn(C2CC(N)C(CO)O2)c(=O)n1 (stereo not given)	32	16	7	7	9	20

Other entries follow.
SMILES	mlh1 rad18	rad50	mec2-1	bub3	yeast sgs1 mgt1	yeast cln2 rad14
O=S(=O)(O)c1ccc2c(c1)C1C(C3C2C2(Cl)C(Cl)=C(Cl)C3(Cl)C2(Cl)Cl)C2(Cl)C(Cl)=C(Cl)C1(Cl)C2(Cl)Cl (stereo not given)	84*	86*	90*	89*	81*	84*
COc1cc(NS(C)(=O)=O)ccc1Nc1c2ccccc2nc2cc(C(F)(F)F)c(N)cc12	14	20	-5	15	6	7
COC(=O)C(N)CSCSC (stereo not given)	-6	-13	13	-14	4	-44
CC(=O)c1c(-c2ccco2)c(C#N)c(=S)n(C2OC(CO)C(O)C(O)C2O)c1C (stereo not given)	26	-7	8	11	42	6
CC(=O)Nc1c(C)cc(S(=O)(=O)O)cc1C	-18	6	0	29	-9	-59
Cc1cccc(/C=C/c2cccc[n+]2[O-])[n+]1[O-]	-5	3	-11	0	-20	-32
CC(/C=C1\N=C(c2ccccc2)OC1=O)=C\c1ccccc1	-29	-40	-22	-35	-34	9
Cc1ccc2occ(/C=N/NC(N)=S)c(=O)c2c1	1	-11	-3	1	12	1
O=C(O)c1c(F)c(F)c(Oc2c(F)c(F)c(F)c(F)c2F)c(F)c1F	-11	-13	-5	-2	-19	-6

Screens: PubChem BioAssay, NCI
